# MITF inh – MITF inhibitors, primary screen, biochemical, AlphaScreen, human; Microphthalmia-associated transcription factor (Homo sapiens), O75030; AlphaScreen MITF homodimerization, bead proximity signal; inhibition, % at 2.6 µM; 650,000 tested, 0.91% active; AID 1259374, 2018; in the data active = inhibition above about 50%;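 note: 0% = vehicle wells with protein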
# GPR151 ag – activators of human GPR151, primary screen, cell-based, PathHunter beta-arrestin, luminescence. 650,000 tested, 1% active. activation, % at 11.2 µM. AID 1508602, 2020. G-protein coupled receptor 151 (Homo sapiens), Q8TDV0. PathHunter beta-arrestin GPR151 cells; in the data active = activation above about 4.9%;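 note: 0% = median of compound wells and 100% = cells with positive control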
# Target sequence (Q8TDV0 whole entry, looked up): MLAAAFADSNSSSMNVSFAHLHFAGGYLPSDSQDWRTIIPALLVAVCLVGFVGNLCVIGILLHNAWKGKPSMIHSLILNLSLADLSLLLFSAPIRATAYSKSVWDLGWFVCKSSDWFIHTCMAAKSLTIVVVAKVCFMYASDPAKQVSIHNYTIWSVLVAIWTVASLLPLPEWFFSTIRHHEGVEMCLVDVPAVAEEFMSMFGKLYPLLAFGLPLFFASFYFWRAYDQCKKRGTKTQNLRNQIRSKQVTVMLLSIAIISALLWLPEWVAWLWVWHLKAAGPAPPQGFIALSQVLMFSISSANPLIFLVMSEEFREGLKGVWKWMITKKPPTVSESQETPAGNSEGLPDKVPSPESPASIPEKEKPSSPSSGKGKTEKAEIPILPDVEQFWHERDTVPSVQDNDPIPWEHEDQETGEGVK
# TEAD-YAP inh – TEAD-YAP interaction inhibition, primary screen, TEAD-YAP interaction inhibitor project, luminescence, HEK-TIYL cells | TEAD-Gal4/YAP UAS-luciferase luminescence | inhibition, % at 9.12 µM | 640,000 tested, 1.4% active | AID 1259422, 2018; in the data active = inhibition above about 32%;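 note: 0% = median of test compound wells and 100% = reference inhibitor wells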
# FBW7 act – FBW7 E3 ligase activators, primary screen, biochemical, AlphaScreen, human; normalized activity (activation), % at 26.1 µM; AlphaScreen FBW7–phospho-cyclin E peptide binding, activator screen; 650,000 tested, 0.13% active; in the data active = normalized activity above about 1.9%;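 note: purified mutant Fbw7 with reduced substrate affinity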
# Target sequence (Q969H0 whole entry, looked up): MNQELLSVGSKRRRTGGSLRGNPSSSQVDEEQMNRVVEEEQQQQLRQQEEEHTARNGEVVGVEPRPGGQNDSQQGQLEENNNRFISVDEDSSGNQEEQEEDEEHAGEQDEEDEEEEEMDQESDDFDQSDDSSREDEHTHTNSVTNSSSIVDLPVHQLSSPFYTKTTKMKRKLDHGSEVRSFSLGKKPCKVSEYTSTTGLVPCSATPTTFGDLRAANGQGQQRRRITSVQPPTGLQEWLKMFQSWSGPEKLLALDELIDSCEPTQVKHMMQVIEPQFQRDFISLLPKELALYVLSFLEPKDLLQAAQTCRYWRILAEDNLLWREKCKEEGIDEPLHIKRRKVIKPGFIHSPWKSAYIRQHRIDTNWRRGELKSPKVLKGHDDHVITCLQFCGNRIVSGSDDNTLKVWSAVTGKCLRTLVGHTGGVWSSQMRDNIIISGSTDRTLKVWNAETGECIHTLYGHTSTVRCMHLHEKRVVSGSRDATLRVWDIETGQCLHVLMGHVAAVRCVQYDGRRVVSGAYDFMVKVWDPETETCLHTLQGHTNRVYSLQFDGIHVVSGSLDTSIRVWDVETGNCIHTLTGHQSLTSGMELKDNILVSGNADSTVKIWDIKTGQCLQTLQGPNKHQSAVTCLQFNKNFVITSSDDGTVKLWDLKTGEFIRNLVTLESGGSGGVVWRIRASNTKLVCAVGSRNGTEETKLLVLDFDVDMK
# * hit, by the source's call.
SMILES,MITF inh,GPR151 ag,TEAD-YAP inh,FBW7 act
Cc1cc2nc(-c3ccc(NCc4cc(Cl)ccc4O)cc3)oc2cc1C,16,-1.0,-7,0.1
COC(=O)c1ccc(C(=O)OC)c(NC(=O)C2CCCCC2C(=O)O)c1 (centres undefined),-1,-0.3,3,0.1
Cc1ccc(S(=O)(=O)N2CCOC2CNC(=O)C(=O)NCCN2CCOCC2)cc1 (centres undefined),0,-0.7,0,0.0
COCCCNC(=O)CN1C(=O)/C(=C\c2cccc(Cl)c2)Sc2ccccc21,11,1.8,4,0.5
COc1ccccc1C1CC(=O)N(C)C2=C1C(=O)CC(C)(C)C2 (centres undefined),2,0.6,-3,0.0
CCNC(=S)Nc1cccc(Cl)c1Cl,16,-2.1,4,0.8
CCOC(=O)c1cc2occc2n1CC(=O)Nc1ccccc1OC,-2,-0.1,-3,0.3
CN(C)CCNC(=O)N1c2ccccc2Sc2ccccc21,17,-0.4,3,0.3
CCOC(=O)C1CCCN(C(=O)COC(=O)c2ccc(CO)cc2)C1 (centres undefined),-2,2.8,5,0.0
CC(=O)C1=C(O)C(=O)N(Cc2ccco2)C1c1ccccc1[N+](=O)[O-] (centres undefined),10,1.8,6,-0.1
O=S(=O)(NCc1ccncc1)c1ccc(S(=O)(=O)N2CCOCC2)cc1,4,1.6,16,-0.1
OC[C@H]1O[C@@H](O[C@H]2[C@H](O)[C@@H](O)[C@@H](O)O[C@@H]2CO)[C@H](O)[C@@H](O)[C@@H]1O,-2,-2.7,9,0.1
CCOC(=O)C1(Cc2ccccc2)CCCN(C(=O)c2cn[nH]c2)C1 (centres undefined),-7,0.3,3,-0.2
CC(C)NC(=O)Cn1c(=O)c2c(ncn2Cc2ccccc2)n(Cc2ccccc2)c1=O,13,-2.2,-3,0.4
Cc1cc(C(=O)NC(C)CCc2ccccc2)c2ccccc2n1 (centres undefined),13,1.6,-9,0.3
COc1ccccc1C(=O)NCc1nnc2n1CCN(Cc1ccc(C)cc1C)CC2,6,1.1,12,0.0
COc1ccc(C2CC(c3cccs3)=NN2c2nc(-c3ccc(-c4ccccc4)cc3)cs2)cc1OC (centres undefined),-7,-5.5,-30,-0.1
COc1cccc(OC)c1CNC1CCCN(c2nc(C)c3cc(F)ccc3n2)CC1 (centres undefined),0,1.6,-10,0.3
COC(CN1C(=O)C(O)=C(C(C)=O)C1c1ccccc1)OC (centres undefined),6,1.8,-2,-0.1
NC(=O)c1ccc(NC(=O)CSc2nc(-c3ccccc3)cs2)cc1,15,-8.3,-16,0.2
COc1cc(NS(=O)(=O)c2ccc(C)cc2)c(C(c2ccccc2)c2ccc(C)o2)cc1OC (centres undefined),6,-0.8,-24,0.6
COc1cc(/C=N\NC(=O)Cc2nnc(N)s2)ccc1O,-1,0.8,2,-0.7
CS(=O)(=O)N1CCCC(C(=O)NC2CCCCCCC2)C1 (centres undefined),4,-0.2,4,-0.1
CCC(C)(NC(=O)Cc1ccccc1)C(=O)Nc1ccc2c(c1)OCCO2 (centres undefined),4,-0.7,9,0.1
O=C1CCCC2=C1C(c1ccc(Br)cc1)NC(=S)N2 (centres undefined),7,-0.5,12,-0.1
O=Cc1ccccc1OCc1cccc(C(=O)O)c1,21,-9.2,-14,0.1
c1csc(-c2nc(N3CCOCC3)c3ccccc3n2)c1,4,0.7,14,0.0
COc1ccccc1-n1c(=O)[nH]c2c(C(N)=O)nc(-c3sccc3C)nc21,5,3.6,3,0.0
CCOC(=O)C1=C(C)N=c2s/c(=C\c3ccccc3OCc3ccccc3)c(=O)n2C1c1ccccc1 (centres undefined),12,-1.3,2,0.3
CC(C)N(CCNC(=O)c1cnc(-c2ccc(C(N)=O)cc2)s1)C(C)C,9,-1.9,0,0.2
CC1(C)CC(=O)C2=C(C1)N(CCc1ccccc1)C1=C(C(=O)CC(C)(C)C1)C2c1ccc(Cl)cc1,-1,-2.1,-11,0.0
Cc1ccc(N(CC(=O)NC2CCCCC2)S(=O)(=O)c2c(C)[nH]c(=O)[nH]c2=O)cc1,13,-1.1,-11,1.0
c1ccc(Nc2nccc(Nc3ccc(N4CCOCC4)cc3)n2)nc1,11,-1.6,-8,-0.1
COc1ccc(C2=N/C(=C\c3coc4ccccc4c3=O)C(=O)O2)c(Br)c1,9,0.0,-1,0.1
O=C(COc1ccc2ccccc2c1)NCCS(=O)(=O)N1CCc2ccccc21,-2,-0.1,14,0.6
CCOc1ccc(NC(=O)COc2cccc3c2CCN(Cc2ccccc2C)C3=O)cc1,2,0.4,11,0.1
CCS(=O)(=O)NCCc1csc2nc(-c3ccc(C)cc3)nn12,5,1.7,8,-0.1
O=C(COc1ccc(Cl)c2cccnc12)Nc1ccccc1,5,3.2,-27,0.0
c1ccc(-n2cnc3c(NC4CC4)nc(Nc4ccncc4)nc32)cc1,10,2.1,38*,0.2
Cc1cc2ccccc2n2c(SCC(=O)OC(C)C)nnc12,8,2.0,-40,-0.2

# Given with each value named: part of the list above.
c1ccc(Nc2nccc(Nc3ccc(N4CCOCC4)cc3)n2)nc1
  MITF inh = 11; GPR151 ag = -1.6; TEAD-YAP inh = -8; FBW7 act = -0.1

COc1ccc(C2=N/C(=C\c3coc4ccccc4c3=O)C(=O)O2)c(Br)c1
  MITF inh = 9; GPR151 ag = 0.0; TEAD-YAP inh = -1; FBW7 act = 0.1

O=C(COc1ccc2ccccc2c1)NCCS(=O)(=O)N1CCc2ccccc21
  MITF inh = -2; GPR151 ag = -0.1; TEAD-YAP inh = 14; FBW7 act = 0.6

CCOc1ccc(NC(=O)COc2cccc3c2CCN(Cc2ccccc2C)C3=O)cc1
  MITF inh = 2; GPR151 ag = 0.4; TEAD-YAP inh = 11; FBW7 act = 0.1

# New compounds follow:
SMILES,MITF inh,GPR151 ag,TEAD-YAP inh,FBW7 act
CC(C)(C)NC(=O)/C(=C\c1ccccc1Cl)NC(=O)c1ccc([N+](=O)[O-])cc1,-6,0.6,16,0.1
O=C(O)c1c[nH]c2ccc(F)cc2c1=O,19,-1.0,-3,0.0
Cn1c(SCC(=O)Nc2nccs2)nnc1-c1ccc(Cl)cc1,-2,2.4,-7,-0.1
O=C(N/N=C/c1ccccc1)C(NS(=O)(=O)c1ccc([N+](=O)[O-])cc1)c1ccccc1 (centres undefined),-4,1.1,2,0.0
O=C(COc1ccc(S(=O)(=O)N2CCOCC2)cc1)NCc1cccnc1,0,-0.4,0,-0.1
C=CCNC(=O)CN1CCN(c2cccc(Cl)c2)CC1,3,2.3,-15,0.3
COC(=O)C(CC(C)C)NC(=O)/C=C/c1ccc(Cl)cc1 (centres undefined),0,-1.8,-1,0.0
CCC(C)(C)n1nnnc1C(c1ccccn1)N1CCN(c2cccc(OC)c2)CC1 (centres undefined),-4,1.3,0,0.0
Cc1nc2ccccc2c2nn(CC(=O)Nc3ccccc3-c3ccccc3)c(=O)n12,-1,-1.1,1,0.0
CCCCCOc1ccc(NC(=O)c2cc(OC)c(OC)c(OC)c2)cc1,-6,-0.6,6,0.0
CC1(C)CC(NC(=O)c2cccs2)CC(C)(C)N1,5,0.8,6,0.1
N#Cc1cccc(-n2nnc3ccccc32)c1C#N,20,-0.2,12,1.8
CC1CN(C2CCN(S(=O)(=O)c3ccc(F)cc3)CC2)CC(C)O1 (centres undefined),57*,-0.1,1,0.7
O=C(NCCC1=CCCCC1)c1cc(S(=O)(=O)N2CCOCC2)ccc1Sc1ccc(Br)cc1,0,2.4,-6,0.1
CCOC(=O)C1C(=O)C=C(c2cccc(NS(C)(=O)=O)c2)CC1c1ccccc1 (centres undefined),13,-1.2,5,0.0
COc1ccc(/C=C/c2cc(C(F)(F)F)[nH]n2)cc1,-5,0.3,-8,0.8
COc1cc(/C=N/Nc2ccc3nnc(C)n3n2)ccc1O,24,8.9*,1,0.2
Cn1nnnc1SCC(=O)CSc1nnnn1C,7,-0.6,10,0.0
Cc1ccccc1C(=O)NNC(=O)COc1ccc(Br)cc1,3,0.8,2,0.0
COc1cc(-c2nnc(-c3cccc4ccccc34)o2)cc(OC)c1OC,6,0.8,3,0.0

# Reformatted as labelled records: 4 of the compounds above.
COC(=O)C(CC(C)C)NC(=O)/C=C/c1ccc(Cl)cc1 (centres undefined)
  MITF inh = 0 | GPR151 ag = -1.8 | TEAD-YAP inh = -1 | FBW7 act = 0.0

NC(=O)c1ccc(NC(=O)CSc2nc(-c3ccccc3)cs2)cc1
  MITF inh = 15 | GPR151 ag = -8.3 | TEAD-YAP inh = -16 | FBW7 act = 0.2

O=C(O)c1c[nH]c2ccc(F)cc2c1=O
  MITF inh = 19 | GPR151 ag = -1.0 | TEAD-YAP inh = -3 | FBW7 act = 0.0

Cn1c(SCC(=O)Nc2nccs2)nnc1-c1ccc(Cl)cc1
  MITF inh = -2 | GPR151 ag = 2.4 | TEAD-YAP inh = -7 | FBW7 act = -0.1

# (more compounds)
SMILES,MITF inh,GPR151 ag,TEAD-YAP inh,FBW7 act
CC(=O)NCCN=Cc1cc2n(c1O)-c1ccccc1C2=O,3,-1.3,2,-0.1
COc1cccc(CN2CCOc3ccc(C4(O)CCN(C)CC4)cc3C2)c1OC,12,-0.3,-3,0.0
O=C(O)C#CC12CC3CC(CC(C3)C1)C2,19,-0.4,-17,0.5
Cc1c(C(=O)NC(=S)Nc2ccccc2C(=O)O)cccc1[N+](=O)[O-],5,-1.0,3,-0.1
O=C(N1CCN(Cc2ccccc2)CC1)C(Cl)(Cl)Cl,10,4.7,-2,-0.1
CCOC(=O)C1=C(C)NC(=S)NC1c1ccc(OCC)cc1 (centres undefined),15,1.7,10,-0.2
COC(=O)c1cc2c(N3CCCCC3)nc(N)nc2s1,-9,-1.6,-3,0.0
CN(C)CCSc1nc(-c2cccs2)cc(-c2ccc(F)cc2)c1C#N,2,-1.8,-8,-0.1
C=CCc1cccc(/C=N\NC(=O)c2nc3nc(C)cc(C)n3n2)c1O,4,-0.3,10,0.4
COc1c(C)cc(NC(=O)c2scc3c2CCCC3)cc1C,-1,1.2,-73,-0.1
COc1ccc(NC(=O)Cn2c(-n3nc(C)cc3C)nc(C)cc2=O)cc1OC,9,-0.2,14,0.2
O=c1[nH]c2ccc(NS(=O)(=O)c3ccc4c(c3)CCCC4)cc2[nH]1,12,-0.5,16,0.1
CCn1c(SCC(=O)Nc2ccc(F)cc2)nnc1-c1ccccc1N,8,-1.2,7,0.0
O=C1C2CCCN2C(=S)N1c1ccc(Cl)cc1 (centres undefined),5,-0.5,5,-0.1
CCc1cc2c(=O)c(-c3nc4ccccc4s3)coc2c(CN(C)C)c1O,-2,0.5,9,-0.2
COc1ccc(NC(=O)Cn2ccsc2=N)c([N+](=O)[O-])c1,4,0.4,8,0.4
O=C(NCc1nc2ccccc2[nH]1)C1CCN(c2ccc(NC3CCN(Cc4ccccc4)CC3)nn2)CC1,17,0.7,-2,0.2
CCN(CC)CCCN1C(=O)C(=O)/C(=C(\O)c2ccc(OC(C)C)c(C)c2)C1c1cccnc1 (centres undefined),4,0.0,2,0.3
CC(C)(C)n1cc(-c2ccc(C(=O)O)cn2)cn1,13,0.9,-5,0.1
CCNC(=O)COC(=O)c1c(-c2c(F)cccc2Cl)noc1C,-6,2.7,8,-0.1
Nc1c(S(=O)c2ccccc2)sc2nc3c(cc12)CCCC3 (centres undefined),3,2.1,-5,-0.1
CCCC(=O)N(c1ccc2oc(C)c(C(=O)OC)c2c1)S(=O)(=O)c1ccc2ccccc2c1,7,5.2*,-37,0.3
O=C(N/N=C/c1ccccc1[N+](=O)[O-])c1cc(-c2ccccn2)nc2ccccc12,4,0.7,-1,0.1
CCOc1ccc(C2C(C(=O)OC)=CN(Cc3ccc(OC)cc3)C=C2C(=O)OC)cc1OC,-6,1.2,-8,0.2
COc1ccc(C2=N/C(=C/c3cccnc3)C(=O)O2)cc1OC,7,2.2,-1,0.0
Cc1nccn1S(=O)(=O)c1ccc2ccccc2c1,16,0.5,16,-0.1
O=C(Nc1ccc(N2CCOCC2)cc1)c1ccc(=O)[nH]c1,13,1.3,-5,0.3
CC1(C)CC(NC(=O)c2ccc(Cl)cc2Cl)CC(C)(C)N1,7,-1.0,15,-0.1
O=C(CCCN1C(=O)C2C3C=CC(C3)C2C1=O)Nc1nccs1 (centres undefined),-19,1.0,1,-0.1
COc1ccc(C)cc1NC(=O)Cc1csc(Nc2ccc(F)cc2)n1,-8,1.7,-6,-0.2
Cc1cccc(CNC(=O)C(=O)Nc2cccc(C(F)(F)F)c2)c1,8,1.3,4,0.0
COc1cccc(OC)c1C(=O)NNC(=O)c1ccc(Cl)cc1,19,0.1,0,0.4
O=C1c2ccccc2C(=O)N1COc1cccc2cccnc12,16,2.0,1,-1.8
CCN1CCC(=NNc2ccc([N+](=O)[O-])cc2)CC1,12,-0.6,10,-0.1
O=C(Nc1nc(C(=O)N2CCN(Cc3ccccc3)CC2)cs1)c1ccc(Cl)cc1,6,1.1,22,0.3
O=C(/C=C/c1ccccn1)NCCN1Cc2ccccc2OC(c2ccccc2)C1 (centres undefined),3,4.3,1,-0.3
COC(=O)c1c(C)oc2ccc(OCc3ccccc3Br)cc12,0,-1.0,-5,0.0
Cc1ccc(S(=O)(=O)N2CCN(S(=O)(=O)c3ccc(C)cc3)C2C(C)C)cc1,0,1.7,-7,-0.3
NC(=O)C1CCN(C(=O)c2ccc(Br)o2)CC1,1,1.8,6,-0.1
CC1CCN(S(=O)(=O)c2cc(Br)ccc2Br)CC1,-9,-0.2,4,0.1
O=c1[nH]c2cc(C(F)(F)F)ccc2n(Cc2ccccc2)c1=O,9,-0.4,-1,0.0

# Source: PubChem BioAssay (The Scripps Research Institute Molecular Screening Center)
